HEK293 tox: cytotoxic in the GLP-1 receptor inverse agonist counter-screen; 0.13% of 410,000 active; Potency, µM (highest dose often 38.3 µM), without a hit: at the highest dose activity change, negative = inhibition, usual class: inhibitors; AID 624418; HEK293 cAMP-luciferase reporter cells, luminescence, 24 h;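 further: loss of luciferase light is scored as toxicity; potency means the concentration at half of the fitted maximal effect; on the % scale 0 is the no-effect control and ±100 the full control effect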
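1536-well qHTS counterscreen of the MLSMR; 200 cells/uL, 12 h pre-incubation, 23 nL cpd, 24 h at 37 deg C 5% CO2, luciferase detection reagent, 12 min RT, luminescence. Inhibition = undesired.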
MCF10A rerep: inducers of DNA re-replication in MCF 10A breast cells; MCF 10A DNA re-replication, Hoechst nuclear intensity, 48 h; Potency, µM (top dose mostly 46.1 µM), for the others: at the highest dose activity, positive = re-replication, usual class: activators; 2.9% of 350,000 active; AID 624296; further: potency means the concentration at half of the fitted maximal effect; % of control where 0% means no effect; nearly all actives have a fitted effect of over 50% in size
IL-1B inflam inh: inhibitors of inflammasome signaling (IL-1 beta secretion). activity change, % at 57.5 µM. 4.7% of 360,000 active. THP-1 LPS/ATP IL-1B secretion, AlphaLISA, 16 h; active compounds read low. AID 743279; in the data active means activity change below about -50%; inconclusive means mostly about -30% to -49%; further: on the % scale 0 is the no-effect control and ±100 the full control effect
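Secreted IL-1B measured by AlphaLISA bead assay after 16 h compound exposure of THP-1 cells; compounds (final up to 57.5 uM) added 1 h before LPS (250 ng/mL) and ATP (1.25 mM) stimulation; lower signal means less secretion.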
SW480 rereplic: DNA re-replication induction in SW480 cells; AID 624297; Potency, µM (doses to about 46.1 µM), for inactives: at the top dose re-replication activation, most hits filed as activators; 1.8% of 340,000 active; SW480 DNA re-replication, Hoechst DNA content imaging, 48 h; further: potency means the concentration at half of the fitted maximal effect; % of control where 0% means no effect; nearly all actives have a fitted effect of over 55% in size
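Quantitative HTS format with DMSO vehicle controls; 48 hr drug incubation at 37 C, then 40 min Hoechst staining and scanning imager measurement at 405 nm excitation.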
DRD3 agonist: D3 dopamine receptor (human) agonism. max activation, %. D3R DiscoveRx beta-arrestin cells, luminescence, 90 min. P35462. 0.58% of 410,000 active; in the data active means max activation above about 30%; further: 0% is about no effect; mostly tested at two doses, the higher about 12 µM
Target sequence (P35462 whole entry, looked up): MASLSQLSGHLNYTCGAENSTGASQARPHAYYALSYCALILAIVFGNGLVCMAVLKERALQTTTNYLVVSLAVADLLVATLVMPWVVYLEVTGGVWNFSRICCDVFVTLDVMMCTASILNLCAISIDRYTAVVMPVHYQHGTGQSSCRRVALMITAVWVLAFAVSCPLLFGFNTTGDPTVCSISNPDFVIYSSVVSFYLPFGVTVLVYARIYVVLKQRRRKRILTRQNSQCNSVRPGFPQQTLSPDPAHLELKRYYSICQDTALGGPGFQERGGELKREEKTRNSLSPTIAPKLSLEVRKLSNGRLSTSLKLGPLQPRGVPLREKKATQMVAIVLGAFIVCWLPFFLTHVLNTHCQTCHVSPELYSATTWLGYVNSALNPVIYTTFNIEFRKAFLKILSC
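Cells at 1500/well, incubated overnight, then treated with pinned compounds (dopamine as control) for 90 min at 37 degrees C. DiscoveRx reagent added for 30 - 60 minutes at room temperature; luminescence read.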
HT1080 IDH1KD tx: toxicity to HT-1080 IDH1 knockdown cells (counter line). HT-1080 IDH1 knockdown viability, ATP luminescence, 48 h. Potency, µM (top dose mostly 46.1 µM), for inactives: top-dose activity, negative = toxicity, actives largely listed as cytotoxic. 2% of 360,000 active;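 further: potency means the concentration at half of the fitted maximal effect; 0% = DMSO wells and -100% = cell-free medium wells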
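In this qHTS, HT-1080 cells depleted of IDH1 are exposed for 48 h at 37 °C to compound titrations. Toxicity is scored from CellTiter-Glo luminescence, with DMSO as full viability and medium alone as none.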
KB-3-1 cytotox: kills parental KB-3-1 adenocarcinoma cells | KB-3-1 viability, CellTiter-Glo ATP luminescence, 72 h | Potency, µM (doses to about 46.1 µM), without a hit: at the top dose activity change, negative = cytotoxic, hits mostly cytotoxic | 1.4% of 400,000 active | AID 1347075; further: potency means the concentration at half of the fitted maximal effect; on the % scale 0 is the no-effect control and ±100 the full control effect; nearly all actives have a fitted effect of over 60% in size
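Here the drug-naive KB-3-1 line serves as comparator for MDR sub-line selectivity; cells received compound titrations, 72 h at 37 °C, then CellTiter-Glo readout.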
KB-V1 cytotox: kills drug-selected multidrug resistant KB-V1 cells | KB-V1 MDR cells viability, CellTiter-Glo, 72 h | Potency, µM (top dose mostly 46.1 µM), for the others: at the top dose activity change, negative = cytotoxicity, hits mostly cytotoxic | 3.4% of 400,000 active | AID 1347076; further: potency means the concentration at half of the fitted maximal effect; on the % scale 0 is the no-effect control and ±100 the full control effect; nearly all actives have a fitted effect of over 60% in size
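qHTS viability screen in drug-selected KB-V1 MDR cells: 72 h compound treatment at 37 degrees C, ATP luminescence end point.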
HT1080NT lethal: kills 2HG-producing HT-1080-NT fibrosarcoma cells; 1.6% of 360,000 active; HT-1080-NT fibrosarcoma viability, CellTiter-Glo ATP luminescence, 48 h; AID 686970; Potency, µM (top dose mostly 46.1 µM), for the others: top-dose activity, negative = less viability, actives largely listed as cytotoxic;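 further: NT is the 2HG producing partner of a matched IDH1 knockdown line; potency means the concentration at half of the fitted maximal effect; 0% = DMSO-treated cells and -100% = media-only wells without cells; nearly all actives have a fitted effect of over 55% in size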
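750 cells/well, RPMI + 5% FBS; 2 h settle, compound pin-transfer, 48 h at 37 degrees C. CellTiter-Glo 10 min RT, luminescence. Normalized to DMSO and media-only wells.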
Active calls of the source: *; ? = inconclusive; . = no result given; & = joins results of further samples. Unless noted, the call rests on the fitted dose curve; in most records, active means well fitted curve in the direction sought with a large enough effect; inconclusive means small, poorly fitted or top-dose-only effect, or another doubt; inactive means no such curve, though single readings can be large; an effect the other way counts as inactive or inconclusive.

SMILES | HEK293 tox | MCF10A rerep | IL-1B inflam inh | SW480 rereplic | DRD3 agonist | HT1080 IDH1KD tx | KB-3-1 cytotox | KB-V1 cytotox | HT1080NT lethal
CCCCNC(=O)C(NC(=O)c1cccs1)C(=O)c1ccccc1 (stereo not given) | -11.1% | . | 5.0 | . | 1.4 | 19.8% | 14.6% | ? | 12.3%
O=C1CC(c2cc(F)cc(F)c2)c2cc3c(cc2N1)OCO3 (stereo not given) | 1.8% | . | . | . | 16.8 | . | 1.1% | 0.0% | .
CCOc1ccccc1NC(=O)CSc1nnc(-c2ccco2)n1Cc1ccco1 | -2.3% | ? | 4.8 | -0.1% | -0.8 | -2.0% | 12.7% | ? | 0.8%
O=C(O)CC/C(=N/Nc1ccc([N+](=O)[O-])cc1)C(=O)O | ? | 0.6% | 14.0 | 8.5% | -3.3 | 5.8µM* | 8.1% | 29.2% | 1.64µM*
CCOC(=O)C1(CCCc2ccccc2)CCN(C(=O)C(C)n2cncn2)CC1 (stereo not given) | 9.8% | -2.0% | -1.0 | -17.0% | 2.4 | -7.3% | 0.8% | 0.0% | -4.6%
O=C(CSc1nc(-c2ccccc2)cs1)NC(=O)NCc1ccco1 | 4.0% | -2.6% | 0.0 | -4.8% | 7.0 | -4.3% | -0.1% | ? | -3.6%
COc1cccc(OC)c1C(=O)Nc1ccc(N2CCN(S(C)(=O)=O)CC2)cc1 | 3.2% | 1.6% | 11.9 | 0.1% | 1.7 | 0.9% | 7.5% | ? | 5.4%
N=c1c2c(-c3ccccc3)c(-c3ccccc3)oc2ncn1Cc1ccco1 | -15.7% | ? | -24.4 | 8.1% | 4.6 | ? | ? | 16.4µM* | 23.1µM*
CCc1ccc(C2CC(=O)Nc3cc4c(cc32)OCO4)cc1 (stereo not given) | -11.2% | . | . | . | 12.4 | . | -23.7% | 0.0% | .
N#Cc1c(-n2cccc2/C=N/O)sc2c1CCCC2 | -0.8% | 1.5% | -24.4 | 1.8% | 9.1 | 6.3% | -22.5% | 23.1µM* | 7.8%
O=C(CSc1ncccc1-c1nc2ccccc2[nH]1)NC1CC1 | -8.4% | ? | -9.3 | -20.5% | -14.8 | -4.8% | -5.7% | -6.1% | 3.2%
COCOCCn1cc(CN2CCS(=O)(=O)N(Cc3ccc(-c4ccccc4)cc3)C(C(C)C)C2=O)nn1 (stereo not given) | -15.8% | . | 6.0 | . | -11.9 | -7.5% | -6.6% | ? | -0.7%
Cc1cc(O)c(NC(=O)c2cccc([N+](=O)[O-])c2)cc1C | -6.6% | 14.5% | -0.9 | 35.6% | -4.1 | -0.9% | 3.3% | -24.0% | -10.5%
CCOc1ccc(C2Nc3c(C)cccc3-c3cc(C)nn32)cc1 (stereo not given) | -0.9% | . | . | . | -11.8 | . | -27.7% | -10.9% | .
O=c1[nH]c(C2CCN(S(=O)(=O)c3ccc4c(c3)OCCO4)CC2)nc2c1nnn2Cc1ccc(F)cc1 | -9.9% | 20.6% | -11.7 | 14.1% | -5.6 | -3.3% | 12.2% | -4.5% | -6.2%
COCCCNC(=O)CN1C(=O)c2ccccc2C1=O | -13.6% | -22.6% | -4.4 | -9.1% | -15.2 | -5.1% | -14.4% | 5.7% | 6.8%
CCOC(=O)CNC(=O)c1ccc(C#CC2(O)CCCCC2)cc1 | -19.7% | -1.8% | 8.8 | 0.3% | -9.2 | -2.2% | 0.7% | 8.8% | 11.3%
CC(C(=O)N1CCCCC1)n1sc2ccccc2c1=O (stereo not given) | -1.9% | -5.3% | 8.5 | 0.6% | -3.2 | 4.5% | 5.0% | -2.3% | 3.5%
COc1cccc(Oc2c(C)oc3c(CN4CCCCC4)c(O)ccc3c2=O)c1 | -0.5% | 6.6% | 0.0 | -5.0% | 0.7 | -2.5% | 0.0% | ? | 27.1%
CSCC(=O)NCC1(N(C)Cc2ccccc2)Cc2ccccc2C1 | -0.5% | -7.5% | -16.6 | 3.6% | -16.3 | -10.4% | 1.7% | -0.2% | 7.5%
CCCCNC(=S)NNc1c(Cl)cc(Cl)cc1Cl | -1.3% | -0.7% | -7.5 | -9.2% | 3.0 | ? | 5.2% | -6.5% | ?
Cc1ccsc1C(=O)Nc1nccs1 | -0.2% | -4.8% | 4.1 | 7.2% | 0.4 | -3.3% | -9.6% | 9.0% | -9.2%
COc1ccc(-c2csc(NC(=O)c3c(C)noc3C)n2)cc1F | 4.3% | 16.5% | -17.1 | -10.0% | 6.8 | -12.6% | -3.9% | -3.9% | 1.6%
O=C(Nc1ccccc1Oc1ccccc1)c1cnccn1 | -2.5% | -2.3% | 20.3 | -9.1% | -6.2 | 0.0% | -0.3% | -15.6% | -2.1%
O=c1ccc2ccc(Oc3ccc([N+](=O)[O-])cc3Cl)cc2o1 | 3.0% | 6.2% | -7.6 | 2.5% | 3.0 | 1.8% | 7.0% | -17.1% | 4.2%

Filtered by structure: the compounds so far containing a Cl atom.
SMILES | HEK293 tox | MCF10A rerep | IL-1B inflam inh | SW480 rereplic | DRD3 agonist | HT1080 IDH1KD tx | KB-3-1 cytotox | KB-V1 cytotox | HT1080NT lethal
CCCCNC(=S)NNc1c(Cl)cc(Cl)cc1Cl | -1.3% | -0.7% | -7.5 | -9.2% | 3.0 | ? | 5.2% | -6.5% | ?
O=c1ccc2ccc(Oc3ccc([N+](=O)[O-])cc3Cl)cc2o1 | 3.0% | 6.2% | -7.6 | 2.5% | 3.0 | 1.8% | 7.0% | -17.1% | 4.2%

Going on with the list.
SMILES | HEK293 tox | MCF10A rerep | IL-1B inflam inh | SW480 rereplic | DRD3 agonist | HT1080 IDH1KD tx | KB-3-1 cytotox | KB-V1 cytotox | HT1080NT lethal
Cn1nc(C(F)(F)F)c(C#N)c1N1CCN(c2ccccc2F)CC1 | 20.1% | ? | -26.2 | -1.4% | 0.8 | 10.9% | ? | 5.5% | 25.6%
Cc1cc(C(=O)COc2cccnc2[N+](=O)[O-])c(C)n1-c1ccccc1 | 14.7% | 20.2% | 9.6 | -1.2% | 13.0 | ? | 2.4% | 17.9% | -5.6%
COc1cc(C(=O)N2CCN(C(=O)c3cc(-c4ccc(Br)cc4)n[nH]3)CC2)cc(OC)c1OC | -31.1% | ? | -10.2 | -6.6% | -0.5 | -1.8% | 2.3% | -11.8% | 3.7%
CN(Cc1ccccc1)C(=O)c1ccc(NC(=O)Cc2ccc(NC(=O)C3CCCN(C(=O)C4CC4)C3)cc2)cc1 (stereo not given) | 2.0% | 13.4% | 1.4 | -6.3% | 10.3 | -1.2% | 0.0% | 0.0% | -0.1%
COCCCNC(=O)C(=O)NCCCOC(C)C | 3.6% | ? | 3.9 | 15.4% | -2.5 | 16.1% | -0.9% | 3.6% | 10.6%
CN(C)c1oc(-c2ccco2)nc1S(=O)(=O)c1ccc(Br)cc1 | -5.1% | 4.7% | -3.0 | -2.3% | 2.4 | -1.4% | -8.6% | 4.61µM* | 2.5%
COc1ccc(CCNC(=O)CSc2nnc(CNC(=O)c3ccco3)o2)cc1OC | 14.1% | 5.4% | -1.6 | -1.6% | -5.0 | 10.0% | 10.6% | 13.0% | 12.5%
O=C(NCc1ccc(OC(F)(F)F)cc1)C1CC(c2c(Cl)cccc2Cl)=NO1 (stereo not given) | -6.2% | ? | -26.8 | 0.6% | 2.7 | 0.0% | 6.1% | -7.1% | -12.9%
Cc1ccccc1C(c1ccccc1Cl)N(C)C (stereo not given) | -0.7% | 14.8% | 12.5 | -10.9% | 4.9 | 9.4% | 5.0% | 3.2% | 11.0%
COc1cccc(CN(C)C(=O)c2cc(COc3c(F)cccc3F)on2)c1 | -8.0% | -7.4% | -2.4 | -4.3% | 2.2 | 24.4% | -2.8% | -1.1% | 29.9%
COc1ccccc1N(CC(O)COc1ccccc1)S(=O)(=O)c1ccccc1 (stereo not given) | -0.3% | 6.0% | -0.4 | ? | 17.9 | 8.8% | 14.9% | 13µM* | 7.6%
CCCN(Cc1cc2cc(C)ccc2[nH]c1=O)C(=O)c1cccc(Cl)c1 | -18.6% | . | . | . | 10.5 | . | ? | -11.8% | .
COc1cc(-c2c(C#N)c(N)nc3c2CCCC3)cc(OC)c1OC | 3.4% | 9.3% | ? | 2.2% | -0.4 | -8.0% | 0.6% | 0.0% | -5.0%
C1CCC(CNc2c3c(nc4nnnn24)CCCC3)CC1 | 4.7% | 0.6% | -9.4 | -17.6% | -0.7 | 5.1% | 4.7% | -23.4% | 4.4%
O=C(CCN=C1NS(=O)(=O)c2ccccc21)OCC(=O)c1ccc(F)c(F)c1 | -6.3% | -1.5% | 6.6 | -32.1% | 4.4 | 6.5% | 7.2% | 20.2% | 12.3%
O=C(Nc1ccccc1Br)c1cc(=O)c2ccccc2o1 | -11.7% | 4.5% | -3.8 | -5.7% | 5.5 | -13.4% | 16.8% | ? | 0.2%
Cc1ccccc1NC(=O)CSc1nnc(-c2ccco2)c(-c2ccco2)n1 | -20.9% | 13.5% | -30.0 | -3.6% | 9.0 | 11.5% | 20.5% | -10.6% | -1.3%
O=C(c1ccccc1)c1ccccc1C(=O)N1CCOCC1 | 3.3% | 6.7% | -15.1 | -3.0% | 3.4 | 5.8% | -1.2% | 8.1% | -0.7%
CCCCn1c(N)c(N(CCOC)C(=O)COC(=O)c2cc(CC)c(C)s2)c(=O)[nH]c1=O | 4.4% | -0.1% | -5.8 | 23.2% | -5.0 | -6.1% | 3.3% | 6.2% | -0.2%
CCN1C2=C(C(=O)CCC2)C(c2ccc(O)c(Br)c2)C2=C1CCCC2=O | 19.8% | 4.9% | 2.6 | 7.5% | 0.7 | -8.8% | 17.5% | -3.1% | -1.4%
COc1ccc(-n2ncc(S(=O)(=O)c3ccccc3)c2-c2ccc(Cl)cc2)cc1 | 4.1% | ? | ? | ? | -0.9 | -27.4% | ? | -26.8% | -14.8%
Cc1cc(C)cc(NS(=O)(=O)c2ccc3[nH]cc(C(=O)NCc4ccco4)c(=O)c3c2)c1 | -15.6%&-12.0% | 7.3% | -55.9* | 17.4% | 12.1&2.6 | 5.17µM* | 7.31µM* | -6.2%&1.6% | 2.59µM*

Compound activity as filed in PubChem BioAssay.
